Bioassay records (PubChem)
VLA-4 inh: inhibition in a human VLA-4 binding assay. P13612. VLA-4 expressing cells, ligand binding flow cytometry. inhibition, % (about 7 µM as worked out from the volumes in the protocol). actives 0.2% (n = 330,000); in the data active = inhibition above about 50%
MCL1 BIM primary: MCL1-BIM-BH3 interaction inhibition (human); Q07820; GST-MCL1 / FITC-Bim-BH3 fluorescence polarization; inhibition, % at 10.9 µM; actives 0.68% (n = 320,000); AID 2057;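 active = inhibition above the mean inhibition of all tested compounds plus 3 SD, set per campaign, cut at about 40% in these data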;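 note: 0% = DMSO wells and 100% = unlabeled Bim-BH3 peptide control; higher means more loss of mP so more displacement of Bim peptide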
Target sequence (Q07820 whole entry, looked up): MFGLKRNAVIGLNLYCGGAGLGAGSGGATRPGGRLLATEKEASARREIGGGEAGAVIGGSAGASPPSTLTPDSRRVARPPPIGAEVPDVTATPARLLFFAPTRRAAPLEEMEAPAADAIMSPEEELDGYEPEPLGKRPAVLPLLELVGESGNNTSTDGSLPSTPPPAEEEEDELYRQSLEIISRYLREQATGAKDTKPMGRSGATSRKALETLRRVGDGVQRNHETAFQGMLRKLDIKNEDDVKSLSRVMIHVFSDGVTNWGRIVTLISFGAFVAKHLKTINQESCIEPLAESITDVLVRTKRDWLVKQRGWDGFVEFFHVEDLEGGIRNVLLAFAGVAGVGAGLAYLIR
BCLXL inh: inhibitors of human Bcl-xL; actives 0.7% (n = 320,000); inhibition, % at 10.9 µM; GST-Bcl-xL / FITC-Bim BH3 peptide fluorescence polarization; Q07817; AID 2129;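 active = inhibition above the mean of all tested compounds plus 3 SD, cutoff set per campaign, cut at about 30% in these data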;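 note: 0% = DMSO wells and 100% = unlabeled Bim-BH3 peptide competitor; inhibitors lower millipolarization by displacing the labeled peptide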
Target sequence (Q07817 whole entry, looked up): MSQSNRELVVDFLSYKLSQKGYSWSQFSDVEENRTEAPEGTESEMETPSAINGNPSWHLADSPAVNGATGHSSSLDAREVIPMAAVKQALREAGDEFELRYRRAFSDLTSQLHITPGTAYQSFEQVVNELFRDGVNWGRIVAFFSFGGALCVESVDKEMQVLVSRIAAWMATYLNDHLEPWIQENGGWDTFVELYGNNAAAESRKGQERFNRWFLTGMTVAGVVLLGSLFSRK
MEX-5 binding: C. elegans MEX-5 TCR-2 RNA binding activity | MEX-5/FITC-TCR2 RNA binding, fluorescence polarization; active compounds read low | activity score (negative = inhibition of binding), % at 10 µM | AID 1832 | actives 0.38% (n = 300,000);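 active = inhibition past about -25% in most replicates, and total fluorescence under double the plate's negative control median, limit read from the data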;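 note: 0% = DMSO and -100% = 5 µM competing unlabeled TCR2 RNA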
GLD-1 RNA inh: GLD-1-TGE RNA interaction inhibition (C. elegans); Q17339; purified GLD-1 + fluorescein TGE RNA, fluorescence polarization; inhibition, % at 5.96 µM; actives 0.44% (n = 320,000);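 active = percent inhibition above a per-plate cutoff, the plate mean of test compounds plus 3 SD, cut at about 30% in these data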;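 note: 0% = DMSO wells with GLD-1 and probe and 100% = wells lacking GLD-1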
Fam108B inh: counter-screen for RBBP9 inhibitors: inhibitors of mouse Fam108B; recombinant Fam108B, FP-Rh probe fluorescence polarization; inhibition, % at 9.51 µM; actives 0.33% (n = 300,000);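 active = inhibition above the screen mean inhibition plus 3 SD, computed separately per campaign, cut at about 18% in these data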;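 note: inhibitors lower polarization as less probe binds the enzyme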
GRK2 inh: inhibitors of human GRK2 displacing RNA aptamer. P25098. bead flow cytometry, FAM-aptamer displacement from GRK2. inhibition of aptamer binding, % at 10 µM. actives 0.59% (n = 330,000);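 active = inhibition of aptamer binding above 40%, roughly 3 SD of noise, on plates passing a quality check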;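 note: median bead fluorescence of bound FAM aptamer so fluorescent compounds give negative values; no value below 0 was filed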
Efflux pump inh: blocks antifungal efflux pumps in multiplex yeast assay. S. cerevisiae Candida pump triplex, Nile Red efflux. inhibition, % at 10 µM. actives 0.44% (n = 330,000). AID 485275;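 active = plate passing quality check with inhibition over a set limit, or well fluorescence over plate mean plus 4 SD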;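 note: Nile Red retained in pooled yeast measured as flow cytometry median fluorescence; 0% = buffer negative control and 100% = Enniatin B positive control; higher means more Nile Red kept so more efflux inhibition; some compounds called inactive have numbers as strong as hits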
PME-1 primary: blocks human protein phosphatase methylesterase 1; inhibition, % at 5.9 µM; actives 0.53% (n = 320,000); recombinant PME-1, FP-Rh probe fluorescence polarization;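 active = inhibition above the campaign mean of all compounds plus 3 SD, cut at about 26% in these data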;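 note: competitive labeling of PME-1 active site by serine hydrolase directed probe; 0% = PME-1 with DMSO and 100% = wells lacking PME-1 enzyme; inhibitors block probe labeling so polarization falls and inhibition rises; many of its hits are not listed in these tables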
Target sequence (Q9Y570 whole entry, looked up): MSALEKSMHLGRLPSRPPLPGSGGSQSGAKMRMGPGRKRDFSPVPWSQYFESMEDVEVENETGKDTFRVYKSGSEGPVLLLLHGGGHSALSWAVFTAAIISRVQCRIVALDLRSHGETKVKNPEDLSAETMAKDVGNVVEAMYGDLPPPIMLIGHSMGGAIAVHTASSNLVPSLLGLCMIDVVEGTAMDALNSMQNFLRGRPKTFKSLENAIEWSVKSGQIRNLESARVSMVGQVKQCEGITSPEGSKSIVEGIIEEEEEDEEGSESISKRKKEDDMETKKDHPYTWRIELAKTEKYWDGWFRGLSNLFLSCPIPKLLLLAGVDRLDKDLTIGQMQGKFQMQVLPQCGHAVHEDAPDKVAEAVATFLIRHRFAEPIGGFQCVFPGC
Numbers without * were called inactive; . = not tested or not shown. These rows are one share of the data; count on the stated rates, not on these rows.

structure	VLA-4 inh	MCL1 BIM primary	BCLXL inh	MEX-5 binding	GLD-1 RNA inh	Fam108B inh	GRK2 inh	Efflux pump inh	PME-1 primary
CCC1(c2ccc(F)cc2)NC(=O)N(CC(=O)NCc2ccc(C)cc2)C1=O (stereo not drawn)	40.3	0.6	-0.2	-1.1	-1.7	-0.3	0.0	-0.3	1.2
CCNC(=O)Cn1cc(C#N)c2ccccc21	-7.5	-22.0	-14.9	1.6	-3.4	12.0	3.0	-0.1	3.9
CCOC(=O)C1=C(C)Nc2nc3ccccc3n2C1c1ccc(O)cc1 (stereo not drawn)	-0.3	0.9	5.2	3.1	4.8	-3.7	0.0	0.1	0.1
Cc1cc(C)nc(NS(=O)(=O)c2ccc(NC(=O)Cc3ccccc3F)cc2)n1	-22.2	-7.6	-1.5	1.2	-1.2	1.0	0.0	-0.2	-5.7
Cc1ccc(C)c(S(=O)(=O)N2CCN(C(=O)[C@@H]3CCCN3C(=O)c3cccs3)CC2)c1	8.7	-3.8	5.0	.	3.2	.	0.0	0.1	12.5
Nc1nc(SCC(=O)N2CCN(c3ccc(F)cc3)CC2)n[nH]1	2.1	-2.8	-3.4	.	-1.6	.	0.0	0.0	-0.8
Cc1nc2c(C(=O)NCc3ccccc3)c[nH]n2c(=O)c1Cl	-6.6	6.2	7.2	-5.1	5.7	-0.8	1.0	-0.1	7.7
COCC(=O)NC(c1ccccc1)c1ccccc1	12.8	8.6	10.2	0.5	7.8	-4.1	0.0	0.1	-0.3
C/C(=N\NS(=O)(=O)c1ccc([N+](=O)[O-])cc1)c1cccs1	-5.3	13.8	2.7	0.6	-3.4	2.8	0.0	0.0	1.3
N=C(N)SCCc1cnc[nH]1	29.2	13.0	5.6	.	1.0	-1.7	2.0	0.0	-4.4
CCN(CC)c1nc(-c2ccccc2)nc2ccccc12	7.5	0.4	3.2	-3.7	8.6	-0.5	4.0	0.0	-2.2
CCOc1ccc(C(=O)CCC(=O)N2CCN(c3ccc(O)cc3)CC2)cc1	17.8	.	.	.	6.9	.	4.0	0.4	.
CCc1nnc(SCC(=O)NC2CCCC2)nc1CC	6.7	-4.9	-2.6	0.2	2.4	2.1	0.0	0.0	-3.2
O=C(OCc1ccccc1)c1ccc2c(c1)-c1ccccc1C2=O	-24.8	-1.6	3.9	-1.5	8.7	-0.3	0.0	0.0	-1.9
NC(=O)COc1cccc(/C=N/NC(=O)c2ccc(-n3cccc3)cc2)c1	-0.7	3.0	-0.9	-9.1	9.3	-4.8	0.0	-0.1	-5.2
CCc1noc(C)c1C(=O)Nc1cccc(S(=O)(=O)N2CCCCCC2)c1	5.1	-22.1	-13.7	-2.0	-2.3	-1.8	1.0	0.0	-6.0
CC1CC(C)CN(CCCNC(=O)C2CCN(c3ncnc4c3sc3cccc(F)c34)CC2)C1 (stereo not drawn)	-1.4	3.8	-0.1	-0.4	3.8	-1.2	0.0	0.0	-5.5
CCC(C)NC(=O)c1cc(Cl)c(NC(=O)C2=C(C)OCCS2)cc1OC (stereo not drawn)	1.7	7.1	3.6	-0.7	-3.3	3.5	0.0	0.0	-0.4
CC1CN(CC(O)COCc2ccc3c(c2)OCO3)CC(C)O1 (stereo not drawn)	21.3	0.9	-0.8	-1.2	-0.1	2.5	0.0	0.1	2.3
O=C(NCCCN1CCOCC1)c1ccc([N+](=O)[O-])cc1[N+](=O)[O-]	8.7	4.5	-0.5	-0.5	2.6	-0.3	0.0	0.0	-2.9
CCN(CC1CCCN(CCc2cccc(OC)c2)C1)C(=O)c1ccc(COC)o1 (stereo not drawn)	0.2	5.9	3.3	0.0	5.6	-4.3	0.0	0.2	1.5
Cc1ccccc1CNC(=O)CCC(=O)N1CCOc2ccccc21	19.9	-4.4	-4.3	1.0	-0.6	2.1	2.0	0.0	-3.7
Cc1c(-c2ccccc2)oc2c(C(=O)OCC(=O)Nc3ccc(F)cc3)cccc2c1=O	-6.5	1.1	7.2	-4.3	-0.5	-4.5	0.0	-0.9	6.2
COc1ccc(CN2CC(C(=O)NCCCN3CCCC(C)C3)CC2=O)cc1 (stereo not drawn)	21.4	1.3	3.5	1.0	0.2	3.0	1.0	-0.1	3.0
COc1ccc(C(=O)N/C(=C\c2cn(C)c3ccccc23)C(=O)NCCCN2CCOCC2)cc1	7.3	-0.2	-0.1	-0.7	-10.1	0.5	0.0	-0.1	5.1
COc1ccc(NC(=O)CCNS(=O)(=O)c2ccc3c(c2)c(=O)n(C)c(=O)n3C)cc1	1.0	10.4	5.6	-2.3	1.4	-1.8	1.0	-0.2	-2.5
O=C(COC(=O)c1ccc(O)cc1O)NCCN1C(=O)CSC1=O	-0.6	8.9	3.9	-0.9	8.4	-3.9	0.0	-0.1	5.8
OCCC1CN(Cc2ccc(Oc3ncccn3)cc2)CCN1CCc1ccccc1 (stereo not drawn)	-21.5	-2.2	1.3	-0.9	-1.5	2.6	0.0	0.1	5.7
COc1ccc(C(=O)NC(=S)Nc2ccc(Cc3ccncc3)cc2)cc1	7.8	7.0	5.8	1.0	0.3	-3.6	0.0	-0.3	1.4
COc1ccc(C2(O)CCN(Cc3nnnn3Cc3ccc(C)cc3)CC2)cc1	-71.6	3.1	-1.9	1.1	6.2	7.3	0.0	-0.1	2.2
O=C(C1=NN[C@@H]2C(=O)N(Cc3ccccc3)C(=O)[C@H]12)c1ccc(F)cc1	0.6	5.2	4.4	-0.2	-1.0	4.5	3.0	0.1	-5.4
COc1ccc(OCC2NCCc3cc(OC)c(OC)cc32)cc1 (stereo not drawn)	4.3	-1.1	-1.4	0.5	-7.3	-8.0	0.0	0.1	2.2
CC(C(=O)N1CCCCC1)N1C(=O)c2ccccc2C1=O (stereo not drawn)	-3.2	13.1	2.4	-1.4	-0.3	4.0	0.0	-0.3	0.1
COc1ccc(C(=O)NC(=S)N2CCCC2)cc1	2.4	8.9	1.2	0.1	0.3	-6.9	1.0	0.1	2.6
Cc1ccc(OCc2nnc(NC(=O)OCC(C)C)s2)cc1	0.4	2.4	-3.2	1.2	-0.7	-0.6	2.0	0.2	5.8
O=C(COC(=O)c1nc(Cl)ccc1Cl)Nc1ccc(Cl)cn1	0.8	15.0	10.1	.	-3.9	.	3.0	0.0	4.8
CCOC(=O)c1c(C)[nH]c(C)c1C(=O)COC(=O)c1cc2ccccc2cc1OC	-8.2	-13.2	-4.3	6.1	-0.5	-4.0	1.0	0.2	-2.8
CCC(C)[C@H](NC(=O)NCCCn1ccnc1)C(=O)OC (stereo partly drawn)	1.6	-0.9	-3.0	-1.1	4.1	-1.3	0.0	0.0	9.2
C/C(=N\Nc1nc(-c2cc(C)ccc2C)cs1)c1cc2c(ccc3ccccc32)oc1=O	-3.5	-7.3	3.1	-1.8	1.9	-5.3	1.0	-0.1	-4.8
COc1ccc(-c2[nH]ncc2CN2CCC(O)(c3ccc(Cl)cc3)CC2)cc1	-9.7	2.9	4.2	1.9	5.3	0.8	2.0	0.1	3.4

3 structures from above, arranged by formula weight, low to high:
structure	VLA-4 inh	MCL1 BIM primary	BCLXL inh	MEX-5 binding	GLD-1 RNA inh	Fam108B inh	GRK2 inh	Efflux pump inh	PME-1 primary
COc1ccc(C(=O)NC(=S)N2CCCC2)cc1	2.4	8.9	1.2	0.1	0.3	-6.9	1.0	0.1	2.6
COc1ccc(-c2[nH]ncc2CN2CCC(O)(c3ccc(Cl)cc3)CC2)cc1	-9.7	2.9	4.2	1.9	5.3	0.8	2.0	0.1	3.4
CCOC(=O)c1c(C)[nH]c(C)c1C(=O)COC(=O)c1cc2ccccc2cc1OC	-8.2	-13.2	-4.3	6.1	-0.5	-4.0	1.0	0.2	-2.8

(continued)
structure	VLA-4 inh	MCL1 BIM primary	BCLXL inh	MEX-5 binding	GLD-1 RNA inh	Fam108B inh	GRK2 inh	Efflux pump inh	PME-1 primary
COc1cc(OC)c2c(C)cc(=O)oc2c1C(CCN1CCN(c2ccccc2)CC1)c1ccc2c(c1)OCO2 (stereo not drawn)	45.0	-4.5	-1.1	1.0	16.1	-4.2	3.0	-0.1	1.3
N#Cc1nc(-c2cccc(Cl)c2)oc1NCc1cccnc1	-1.6	9.9	9.8	1.9	-0.3	3.9	0.0	0.2	8.7
COc1ccccc1CCN=C(N)NS(=O)(=O)c1cc(F)ccc1F	-15.8	3.7	-0.8	-0.6	11.3	3.3	0.0	0.0	9.2
O=C(Oc1cccc(Nc2ncnc3ccccc23)c1)c1cccnc1	17.4	5.6	7.5	1.9	-1.7	0.9	0.0	0.1	1.0
COc1ccc(CN2CCN(CCc3ccccc3)C(CCO)C2)c(O)c1 (stereo not drawn)	15.0	11.6	4.2	-0.9	-1.9	-0.2	1.0	-0.1	6.3
COc1ccc(NC(=O)NNC(=O)CCc2ccc(O)c(O)c2)cc1OC	9.0	5.8	-4.5	-2.4	3.3	-1.5	0.0	0.1	-1.7
COc1ccc(N2CCN(c3ccc(C(=O)O)cc3[N+](=O)[O-])CC2)cc1	5.4	4.4	13.8	0.0	0.7	-0.5	3.0	0.1	0.0
Cc1cc(CNC(=O)C2CCC(=O)N(Cc3ccccc3F)C2)nn1C (stereo not drawn)	11.1	10.7	6.9	3.0	0.0	-3.3	0.0	0.1	-0.3
CC(=O)Nc1ccc(Sc2ccccc2C(=O)O)cn1	0.9	-9.6	10.2	-5.9	7.8	0.2	0.0	-0.3	1.6
O=C(NCC1CCCO1)c1ccc([N+](=O)[O-])s1 (stereo not drawn)	10.3	3.4	1.8	-0.7	-2.2	2.8	1.0	0.1	-2.4
O=C(COC(=O)CC(c1ccccc1)c1ccccc1)Nc1ccc(F)c(F)c1	8.0	-4.3	-0.8	1.5	2.6	-16.1	0.0	0.0	-8.2
CN(C)N1C(N)=C(C#N)C(c2cccs2)C2=C1CCCC2=O (stereo not drawn)	-1.0	12.4	9.1	-1.7	5.5	6.3	1.0	0.0	-0.3
COc1ccc2c(c1)c(C(=O)OCCN(C)C)c(C)n2C	-0.3	8.7	3.5	5.0	-0.5	3.9	3.0	-0.2	1.2
